# Bioassay records from PubChem BioAssay.
# tim10-1 inh: growth inhibitors of tim10-1 mutant yeast; inhibition, % at 20 µM; 330,000 tested, 2.2% active; AID 463190; S. cerevisiae tim10-1 ts strain growth, BacTiter-Glo, 24 h;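 active = inhibition of at least 40%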;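 note: mutant grown at 25 °C; 0% = DMSO wells with yeast and 100% = wells holding no yeast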
# mIAP inh: blocks mouse intestinal alkaline phosphatase; purified mouse IAP, CDP-Star luminescence, 30 min; 330,000 tested, 0.2% active; inhibition, % at 10 µM; AID 2806;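 active = inhibition of at least 40% at 10 µM in the primary screen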;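 note: plate controls were DMSO with enzyme for no effect and no enzyme wells for full effect; values of inactives mirror those of a sister screen read the other way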
# TIM10 inh: inhibits growth of TIM10 yeast strain. S. cerevisiae TIM10 strain growth, BacTiter-Glo luminescence, 24 h. inhibition, % at 10 µM. 330,000 tested, 1.4% active. AID 463195;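 active = inhibition of 40% or more at the single tested concentration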;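 note: wild-type TIM10 isogenic control strain grown at permissive 25 °C; 0% = DMSO yeast wells and 100% = minimal medium wells without yeast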
# NLRP3 yeast inh: inhibitors of NALP3 inflammasome in yeast | AID 2825 | Yeast reconstituted NLRP3/ASC/caspase-1, beta-gal luminescence, 24 h | inhibition, % at 10 µM | 330,000 tested, 0.39% active;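 active = inhibition of 50% or more; inactive = inhibition below 50%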;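 note: plate controls were induced DMSO wells for no effect and uninduced yeast grown without galactose for full effect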
# hIAP inh: blocks human intestinal alkaline phosphatase. P09923. purified IAP, CDP-Star luminescence, 30 min. inhibition, % at 10 µM. 330,000 tested, 0.12% active. AID 2544;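 active = inhibition reaching a set limit with compound at 10 µM in the primary screen, cut at about 35% in these data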;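 note: plate controls were DMSO wells with enzyme for no effect and no-enzyme buffer wells for full effect; values of inactives mirror those of a sister screen read the other way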
# mIAP activ: increases mouse intestinal alkaline phosphatase activity; muIAP, CDP-Star luminescence, 30 min; active compounds read high; 1 = vehicle-only enzyme signal, 0 = enzyme-free wells; 330,000 tested, 0.24% active; AID 2805; activation factor at 10 µM;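 active = activation factor of at least 2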; note: the source names both 10 and 20 µM as test concentration; values of inactives mirror those of a sister screen read the other way
#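 System: mouse IAP enzyme. Reagent: CDP-Star chemiluminescent phosphatase substrate. Benchmarks: DMSO wells, no-enzyme wells. Times: 30 min enzyme-substrate-compound incubation at room temperature. Detection: luminescence from enzymatic CDP-Star hydrolysis. Doses: test compounds delivered from DMSO solution.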
# beta cell repl: MIN6 beta-cell proliferation induction; MIN6 cells proliferation, ATPlite luminescence, 48 h; cells starved in 0.2% serum; 100% = growth in 10% serum; proliferation, % at 10 µM; 330,000 tested, 0.29% active; AID 2380;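 active = compounds whose signal lies at least 3.5 SD above the mean of all wells on their plate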;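 note: 0% = DMSO-treated cells in low-serum medium and 100% = 10% serum control; some compounds called inactive have numbers as strong as hits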
# A3G deaminase: APOBEC3G (human) deaminase inhibition; inhibition, % at 20 µM; Q9HC16; 330,000 tested, 0.28% active; recombinant A3G, ssDNA deamination FAM/TAMRA fluorescence;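 active = inhibition of at least 40% at 20 µM, with no more than 30% in the related APOBEC3A deaminase screen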;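 note: plate controls were DMSO wells with A3G for no effect and wells lacking A3G enzyme for full effect; some compounds called inactive have numbers as strong as hits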
# Target sequence (Q9HC16 whole entry, looked up): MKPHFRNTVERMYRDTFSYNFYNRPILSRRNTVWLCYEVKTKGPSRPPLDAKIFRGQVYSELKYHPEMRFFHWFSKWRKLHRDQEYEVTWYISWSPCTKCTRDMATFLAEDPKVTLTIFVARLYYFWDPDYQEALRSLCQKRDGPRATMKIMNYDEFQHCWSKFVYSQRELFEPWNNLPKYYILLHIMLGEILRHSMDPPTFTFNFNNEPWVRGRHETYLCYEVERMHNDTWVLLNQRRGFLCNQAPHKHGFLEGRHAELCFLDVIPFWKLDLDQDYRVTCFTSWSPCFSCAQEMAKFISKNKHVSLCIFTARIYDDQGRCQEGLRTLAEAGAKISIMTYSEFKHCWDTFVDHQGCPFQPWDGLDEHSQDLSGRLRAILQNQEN
# A3A deaminase: blocks human APOBEC3A ssDNA deamination. inhibition, % at 20 µM. 330,000 tested, 0.41% active. recombinant A3A, FAM/TAMRA ssDNA deamination fluorescence. AID 493011. P31941;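 active = at least 40% inhibition at 20 µM here, with at most 30% in a related deaminase screen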;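 note: plate controls were A3A with DMSO for no effect and wells lacking A3A enzyme for full effect; some results filed as inactive read as strong as hits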
# Target sequence (P31941 whole entry, looked up): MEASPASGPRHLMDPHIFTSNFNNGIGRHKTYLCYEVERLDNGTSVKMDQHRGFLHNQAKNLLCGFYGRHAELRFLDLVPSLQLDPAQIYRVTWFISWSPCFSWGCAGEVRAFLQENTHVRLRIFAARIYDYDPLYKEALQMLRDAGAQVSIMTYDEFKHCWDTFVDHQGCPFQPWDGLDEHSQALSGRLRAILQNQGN
# * hit, by the source's call; · = no result given.
# Value order – tim10-1 inh	mIAP inh	TIM10 inh	NLRP3 yeast inh	hIAP inh	mIAP activ	beta cell repl	A3G deaminase	A3A deaminase
- COc1ccc([C@H]2CC(=O)C=C(c3ccc(C)c4ccccc34)C2)cc1
→ 11	2	4	6	-10	0.98	-7	-15	-5
- COc1ccc(CN2CC[C@@H](N3CCOCC3)[C@H](O)C2)cc1F
→ -15	-3	-11	20	-26	1	-1	-5	-3
- Cc1ccc(CC(NC(=O)c2ccccc2)C(=O)NC(Cc2ccccc2)C(=O)O)cc1 (stereo not given)
→ 13	2	11	30	11	0.97	-2	-6	-1
- COc1cc(/C=C2/SC(=S)N(Cc3ccccc3)C2=O)ccc1O
→ -1	28	16	31	4	0.72	-4	-26	-7
- COc1ccc(-c2coc3cc4oc(=O)c(CC(=O)O)c(C)c4cc23)cc1
→ 19	2	7	14	1	0.97	-4	-6	-1
- O=C(NCCc1nc(-c2ccccc2)cs1)c1ccc(Br)cc1
→ -32	-6	-33	13	14	1.1	-5	-4	-2
- O=C(NC1CCCCC1)C(c1ccccc1)N(Cc1cccnc1)C(=O)c1csnn1 (stereo not given)
→ 4	2	2	25	-6	0.98	0	-2	-1
- Cc1ccsc1C(=O)Nc1nnc(-c2ccco2)o1
→ 1	14	-2	3	-6	0.86	0	-5	-4
- CC(=O)Nc1ccc(NC(=O)c2ccc(NS(=O)(=O)c3cccc4cccnc34)cc2)cc1
→ -17	4	1	5	2	0.96	-2	-9	-5
- COc1ccc([N+](=O)[O-])cc1NC(=O)c1ccc(C)o1
→ 15	9	14	21	6	0.91	0	-8	3
- COc1ccc2[nH]c(=O)c(CN(C(=O)NC3CCCCC3)C3CCCCC3)cc2c1
→ 10	2	6	10	-12	0.98	-2	-8	-1
- Cn1c(CC(=O)Nc2ccccc2)cc2ccccc21
→ -22	-6	-5	32	-1	1.1	-3	-2	-2
- CC(C)(C)SCCNC(=O)COc1ccc(Cl)cc1
→ 16	-11	0	33	-22	1.1	-1	4	-4
- O=C1/C(=C/c2cccnc2)SC(=S)N1Nc1ccccc1
→ 8	27	15	18	-18	0.73	2	-2	0
- CSc1ccccc1NC(=O)COc1ccc(Cl)cc1Cl
→ 22	6	-2	26	4	0.94	-1	-2	0
- O=C(C1Cc2ccccc2CN1S(=O)(=O)c1ccc(F)cc1)N1CCCCC1 (stereo not given)
→ 20	-3	22	42	8	1	-1	-5	-2
- CCOC(=O)c1sc(C(=O)OCC)c(OCCO)c1OCCO
→ 4	-5	-9	-12	-9	1	-3	-4	-5
- CCN1CCN(C(=O)Nc2ccccc2OC)CC1
→ -6	-4	-2	8	10	1	-3	-2	-1
- O=C(O)CCCn1cc(NC(=O)COc2ccccc2)cn1
→ -19	4	7	20	-4	0.96	0	-1	-1
- CC1CCN(S(=O)(=O)c2ccc3c(c2)c(=O)c(C(=O)N2CCOCC2)cn3C)CC1
→ -5	3	4	7	3	0.97	-5	-4	-5
- O=C(CCc1ccccc1)NC(=S)Nc1ccc(S(=O)(=O)N2CCOCC2)cc1
→ 21	6	-15	-9	4	0.94	2	-11	-8
- CCN(CC)S(=O)(=O)c1ccc(C)c(NC(=O)Cn2c(=O)cnc3ccccc32)c1
→ -7	-5	-20	1	-2	1	0	-6	-4
- CCCCn1c(N)c(N(CCOC)C(=O)c2ccc(-n3c(C)ccc3C)cc2)c(=O)[nH]c1=O
→ -1	-1	2	15	-24	1	4	-6	7
- NC(=O)C1CCN(C(=O)c2ccc(Cl)c(S(=O)(=O)N3CCCCCC3)c2)CC1
→ 6	10	12	22	8	0.9	-3	2	2
- c1ccc(CCNc2nc(-c3ccccn3)nc3ccccc23)cc1
→ 28	20	20	30	14	0.8	-6	-1	-2
- COc1ccc(-c2nnc3ccc(SCC(=O)N4CCCCC4)nn23)cc1OC
→ -2	-9	4	-2	-14	1.1	-4	-13	-1
- Cc1nc(C)c(/C(O)=C/c2nc3ccccc3oc2=O)s1
→ -24	6	-50	21	0	0.94	-3	-5	-3
- C=CCNC(=S)N1CCN(CCNC2=CC(=O)CC(C)(C)C2)CC1
→ -5	-2	-8	18	-3	1	-2	1	-2
- CC(=O)c1ccc(C(=O)Nc2ccc(N3CCOCC3)cc2)cc1
→ -10	10	-5	4	8	0.9	0	-4	0
- CC(C)=CCc1c([C@@H]2CCc3ccc(O)cc3O2)cc2c(c1O)OC(C)(C)C=C2
→ 22	-1	11	9	6	1	-6	-11	-2
- O=CNn1cnc2c(oc3nc(-c4ccccc4)cc(-c4ccco4)c32)c1=O
→ 3	13	16	18	7	0.87	-3	-6	-2
- O=C(COC(=O)c1ccccc1Nc1ccccc1)NCc1ccco1
→ 33	-13	2	17	-4	1.1	1	-5	-4
- CCC(Sc1nc2c(cnn2-c2ccccc2)c(=O)[nH]1)C(=O)OC (stereo not given)
→ 1	6	-2	-7	12	0.94	1	-10	-4
- Cc1cccc(C(=O)N2CCC(=O)N(C(COCc3cccc(Cl)c3)Cc3ccccc3)CC2)c1 (stereo not given)
→ 37	-5	8	16	5	1.1	-9	0	2
- O=C(CSc1n[nH]c(-c2cccs2)n1)N1CCN(S(=O)(=O)c2ccc3ccccc3c2)CC1
→ 2	7	3	2	-4	0.93	-3	-7	-7
- CCOc1ccccc1CN1CCNC(=O)C1CC(=O)N(C)Cc1nonc1C (stereo not given)
→ 21	8	4	-8	15	0.93	2	-9	-4
- O=C(c1cccc(Cl)c1)N1CCN(c2ccccn2)CC1
→ 15	-7	5	7	10	1.1	-1	4	10
- C=CCn1c(SCC(=O)NCCOC)nc2scc(-c3ccco3)c2c1=O
→ 21	10	7	16	5	0.9	-1	1	3
- O=C1N=C(N2CCCCC2)SC1=C1CCCCC1
→ -6	7	-1	4	10	0.93	-2	-5	-3
- Cc1[nH]c2ccc(C(=O)N3CCCC3)cc2c1C
→ -10	6	7	-5	3	0.94	1	5	2
- CCc1ccccc1NS(=O)(=O)c1ccc2[nH]cc(C(=O)NCc3ccco3)c(=O)c2c1
→ 24	-3	-8	-1	-7	1	-2	-4	0
- CCOc1ccccc1C(=O)Oc1cc(C)[nH]c(=O)c1[N+](=O)[O-]
→ -18	0	7	16	3	1	-1	-2	3
- NC(=O)C1CCN(C(=O)C2CC(=O)N(Cc3ccccc3)C2)CC1 (stereo not given)
→ -2	5	-6	-1	16	0.95	-1	-5	-1
- CCOC(=O)Cn1ccc(NC(=O)COc2ccc(F)cc2F)n1
→ 24	10	-6	10	7	0.9	0	-5	2
- Cc1ccc(-c2csc(/C(C#N)=C(\O)CN3CCN(C(=O)c4ccco4)CC3)n2)cc1
→ 2	7	-2	8	-7	0.93	2	-8	-3
- COc1ccc(C(=O)Nc2ccccc2N2CCOCC2)cc1Br
→ 40*	4	-9	27	-6	0.96	-1	-2	0
- O=C(CSc1nnc(-c2ccncc2)o1)NC1CCCCC1
→ -3	-3	11	22	-27	1	-4	-4	-6
- O=C(Nc1cccc([N+](=O)[O-])c1)c1ccc2snnc2c1
→ -1	11	7	7	5	0.89	7	-3	-2
- O=C(CN1CCN(S(=O)(=O)c2ccc(Br)cc2)CC1)Nc1ccc2c(c1)OCO2
→ 18	-20	-20	21	6	1.2	1	-5	-3
- CCOC(=O)c1c(NC(=O)COc2cccc3c2CCN(CC)C3=O)sc2c1CCC2
→ 21	-1	18	-1	-1	1	0	2	14

# The results go on:
# Value order – tim10-1 inh	mIAP inh	TIM10 inh	NLRP3 yeast inh	hIAP inh	mIAP activ	beta cell repl	A3G deaminase	A3A deaminase
- Cc1noc(C)c1NC(=O)N(C)C[C@@H]1Oc2ccc(NS(=O)(=O)c3c(C)noc3C)cc2C(=O)N([C@H](C)CO)C[C@H]1C
→ -6	-9	2	-2	19	1.1	2	-4	1
- CCC(C)Nc1nc(-c2cccc(OC)c2O)nc2ccccc12 (stereo not given)
→ 38	1	2	15	-15	0.99	-2	-1	3
- O=C(Nc1cccc(F)c1)c1ccc(S(=O)(=O)N2CCCCC2)cc1
→ 0	11	8	35	8	0.89	-1	-6	-1
- Cc1ccsc1C(=O)NC1CCCCC1C (stereo not given)
→ 4	6	2	7	0	0.94	-2	-8	-5
- CC(C)(C)n1ncc2c(=O)n(Cc3cc(F)c(Cl)cc3Cl)cnc21
→ 10	-3	-23	6	-14	1	-6	2	-1
- Cc1ccc(Cc2cnc(NC(=O)C3=NCCN3)s2)cc1
→ 27	16	2	7	-49	0.84	0	3	5
- Cc1nc2sc3c(c2c(=O)n1NC(=O)CCBr)CCCC3
→ 22	2	19	8	7	0.98	-4	-5	-2
- CCN(CC)C(=O)COc1ccc(S(=O)(=O)N2CCOCC2)cc1
→ 12	-7	-7	17	-145	1.1	0	0	3
- CC(=O)Nc1ccc(N=C(C2=C(O)c3ccccc3C2=O)c2ccccc2)cc1
→ -19	-7	-29	13	-15	1.1	-4	-8	-2
- Cc1nnsc1S(=O)c1ccc(Cl)c(Cl)c1 (stereo not given)
→ -29	-1	0	12	11	1	-7	-9	-4
- NC(=O)CSc1ncc(-c2ccc([N+](=O)[O-])cc2)[nH]1
→ -16	6	-2	19	8	0.94	-2	-5	-1
- CNC(=O)/C(C#N)=C/c1ccc(OCCOc2ccccc2)cc1
→ -9	-5	-8	56*	12	1.1	-1	-2	2
- Cc1ccc(NC(=O)CN2CCC(NC(=O)C3CCCCC3)CC2)c(Br)c1
→ 27	-10	15	31	-22	1.1	-1	2	5
- Cc1cc(C(=O)N(C)Cc2ccc(Br)cc2)no1
→ 15	8	3	8	-4	0.92	-2	1	3
- NC1(C(=O)O)CC1
→ 11	-3	4	1	-2	1	4	-10	-3
- COc1ccc2[nH]c3c(c2c1)CCN1C(=O)C(CC(=O)NCc2ccc(OC)c(OC)c2)C[C@H](C(=O)N2CCOCC2)[C@@]31CCC1CCCC1 (stereo not given in full)
→ 9	-19	0	·	·	1.2	·	0	1
- COc1ccc(-c2cc(C(=O)NCC3CCCO3)c3ccccc3n2)c(OC)c1 (stereo not given)
→ -10	1	-24	14	-6	0.99	0	-1	5
- COC(=O)c1sccc1NC(=O)CSc1ccccc1NS(=O)(=O)c1ccccc1Cl
→ 20	0	24	15	5	1	-3	-5	-2
- COc1ccc(CCNC(=O)C2CC(c3cccc(F)c3)=NO2)cc1 (stereo not given)
→ 17	-4	13	22	6	1	-5	10	-5
- NNC(=O)c1cnn(-c2ccccc2)c1-n1cccc1
→ 11	15	-12	3	8	0.85	0	-1	3
- O=C(COc1cccc(NC(=O)c2ccco2)c1)c1ccc(F)cc1
→ 42*	-11	47*	22	-7	1.1	-2	-5	-4
- Cn1cnnc1SCc1ccc(C(=O)NN)cc1
→ -13	-9	6	3	1	1.1	-3	-10	3
- COc1ccccc1NC(=O)c1ccc(N2CC3CC(C2)c2cccc(=O)n2C3)c(NC(=O)c2cccnc2)c1 (stereo not given)
→ 2	4	10	19	-17	0.96	-7	1	-3
- COCCn1c(SCC(=O)NCc2ccco2)nnc1C(C)C
→ 4	1	-7	13	2	0.99	-2	-3	-1
- O=C(NNC(=S)NC(=O)c1ccc(F)cc1)c1ccncc1
→ -8	23	-14	9	-112	0.77	-2	-5	-3
- COC(=O)c1cc(C(=O)OCC(=O)N2c3ccccc3NC(=O)C2(C)C)cc([N+](=O)[O-])c1
→ 13	0	12	3	2	1	4	-6	97*
- COc1ccc(CCN2C(=O)CC(C(N)=O)SC2=Nc2ccccc2)cc1 (stereo not given)
→ 10	3	23	-1	3	0.97	0	-5	-2
